# Assay outcomes as filed in PubChem.
# TcdB GH inh: TcdB glycohydrolase inhibition; inhibition, % at 9.99 µM; P18177; 0.24% of 350,000 active; AID 652162; TcdB glycohydrolase enzymatic assay, plate reader; in the data active = inhibition above about 10%
# Y pestis TopoI: inhibitors of Yersinia pestis topoisomerase I; activity, % at 10 µM; Y. pestis Topo-I cleavage product accumulation, plate reader; 0.064% of 360,000 active; in the data active = activity above about 50%, passing the limit was not always enough; inconclusive = no clear call, values can overlap the other calls; note: inactives centre near 2
# DUSP3 inh: inhibitors of human VHR1 phosphatase (DUSP3) | 0.52% of 290,000 active | AID 1654 | inhibition, % at 13.3 µM | P51452 | recombinant VHR phosphatase, pNPP absorbance; in the data active = inhibition above about 50%; note: some compounds called inactive have numbers as strong as hits
# Target sequence (P51452 whole entry, looked up): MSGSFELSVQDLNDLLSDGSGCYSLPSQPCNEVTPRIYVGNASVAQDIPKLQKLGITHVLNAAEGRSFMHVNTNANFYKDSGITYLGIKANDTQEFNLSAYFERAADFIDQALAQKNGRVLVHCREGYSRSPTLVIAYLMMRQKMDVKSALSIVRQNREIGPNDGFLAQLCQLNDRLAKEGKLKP
# BoNT A protease: inhibitors of Botulinum neurotoxin A light chain protease; AID 588499; 0.17% of 360,000 active; inhibition, % at 10 µM; multiplex microsphere protease substrate cleavage, flow cytometry; note: plate controls were buffer without enzyme for full effect and enzyme alone for no effect
# PriA SSB inh: blocks PriA binding to SSB C-terminal tail; AlphaScreen SSBct-PriA binding, biotinylated peptide; inhibition, % at 33 µM; 0.6% of 430,000 active; AID 1272365; in the data active = inhibition mostly above about 37%, no sharp cut-off; inactive = mostly below about 20%;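 note: plate controls were negative control peptide for no effect and reference peptide for full effect; strong numbers were not always called active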
# PfHsp40 yeast: compounds rescuing yeast from Plasmodium falciparum HSP40 toxicity | AID 504582 | 0.68% of 340,000 active | S. cerevisiae expressing PfHsp40, growth rescue, ATP luminescence | growth rescue, % at 12.5 µM; in the data active = growth rescue above about 28%, passing the limit was not always enough; inconclusive = no clear call, values can overlap the other calls;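 note: yeast W303a lacking pdr1 and pdr3 grown in galactose medium; growth measured after three days at 30 °C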
# SARS 3CLpro inh: SARS-CoV 3CLpro protease inhibition; P0C6X7; recombinant SARS-CoV 3CLpro, quenched FRET peptide cleavage; inhibition, % at 6 µM; 0.14% of 290,000 active; in the data active = inhibition above about 12%
# BH1578 lux ind: induces V. cholerae light production without autoinducers | V. cholerae BH1578 lux reporter, luminescence, 6 h | 0.16% of 350,000 active | activation, % at 18.7 µM | AID 588436; in the data active = activation mostly above about 9.7%, no sharp cut-off; inconclusive = no clear call, values can overlap the other calls; inactive = mostly below about 3.7%; note: not every result past the cut was called active; inactives centre near 0; reference of the scale not given here
# Anthrax LF prot: inhibitors of Bacillus anthracis lethal factor protease. P15917. multiplex microsphere protease cleavage assay, LF. inhibition, % at 10 µM. 0.12% of 360,000 active; note: plate controls were buffer without enzyme for full effect and enzyme alone for no effect
# Target sequence (P15917 whole entry, looked up): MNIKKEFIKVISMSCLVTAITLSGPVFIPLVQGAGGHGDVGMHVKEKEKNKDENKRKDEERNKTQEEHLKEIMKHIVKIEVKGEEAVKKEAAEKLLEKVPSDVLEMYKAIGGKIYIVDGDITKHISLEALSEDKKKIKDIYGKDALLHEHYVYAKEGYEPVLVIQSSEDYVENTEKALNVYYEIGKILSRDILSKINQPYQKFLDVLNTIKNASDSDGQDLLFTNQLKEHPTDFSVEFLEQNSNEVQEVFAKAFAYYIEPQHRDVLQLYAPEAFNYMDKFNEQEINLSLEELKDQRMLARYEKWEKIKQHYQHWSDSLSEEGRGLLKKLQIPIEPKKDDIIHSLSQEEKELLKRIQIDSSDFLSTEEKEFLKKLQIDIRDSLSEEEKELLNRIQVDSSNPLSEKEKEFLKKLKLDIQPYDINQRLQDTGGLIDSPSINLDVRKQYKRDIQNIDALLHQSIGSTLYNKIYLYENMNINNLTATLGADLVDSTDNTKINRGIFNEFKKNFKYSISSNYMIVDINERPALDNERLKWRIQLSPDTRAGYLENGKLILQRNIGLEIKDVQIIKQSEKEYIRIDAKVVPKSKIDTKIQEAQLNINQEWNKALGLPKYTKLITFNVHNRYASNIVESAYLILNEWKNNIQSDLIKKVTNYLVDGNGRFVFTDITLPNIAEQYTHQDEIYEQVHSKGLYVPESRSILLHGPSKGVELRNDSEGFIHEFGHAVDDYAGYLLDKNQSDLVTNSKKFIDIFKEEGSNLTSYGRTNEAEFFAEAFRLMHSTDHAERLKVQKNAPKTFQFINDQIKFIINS
# CCHF vOTU inh: CCHFV vOTU protease inhibition. Pep-AMC fluorescence. inhibition, % at 11.5 µM. 0.55% of 370,000 active. AID 651958; in the data active = inhibition above about 30%; note: 0% = vehicle wells with enzyme and 100% = no enzyme wells
# * hit, by the source's call; i = inactive; u = inconclusive; x = not tested or not shown; & = joins results of further samples. Cut-off read from the data, not from the text of the source, unless noted: active = inhibition above about 30%; inconclusive = no clear call, values can overlap the other calls; inactive = below that. This is a subset, so the mix of outcomes need not match the whole.
SMILES,TcdB GH inh,Y pestis TopoI,DUSP3 inh,BoNT A protease,PriA SSB inh,PfHsp40 yeast,SARS 3CLpro inh,BH1578 lux ind,Anthrax LF prot,CCHF vOTU inh
CCOc1cc(N2CCOCC2)c(OCC)cc1NC(=O)[C@H](C)NC(=O)c1ccco1,-0.6,0,-17,-2.5,-1,-0.8,-2,-0.2,-2,16
CN(Cc1ccccc1)C(=O)c1ccc(COc2ccccc2)cc1,0.1,48,2,-1.1,-9,1.2,4,-0.3,2,-2
CCCn1c(-c2ccc[nH]c2=O)nc2cc(C)c(C)cc21,-7.5,-7,9,0.7,7,0.5,2,i,-5,-66
CSc1ncccc1C(=O)OCC(=O)N(C)C1CCS(=O)(=O)C1 (stereo not drawn),x,-1,12,3.2,-14,0.1,-2,i,2,1
COc1ccc(N2CCN(C(=O)C3CCN(S(=O)(=O)c4ccc(C)cc4)CC3)CC2)cc1,-0.9,7,12,0.3,-4,1.2,-2,-0.2,-2,3
Nc1ncnc2c1C(c1ccccc1)c1c(ccc3ccccc13)O2 (stereo not drawn),1.5,7,x,-0.1,1,-0.4,x,-0.8,-4,-4
CCN(CC(=O)Nc1ccc(OC)cc1)C(=O)c1cc2c(s1)CCCCC2,-0.1,2,x,2.9,-4,-0.3,x,-2.0,u,7
CCC(C)(C)NC(=O)C(c1ccc(C)o1)N(Cc1ccc2c(c1)OCO2)C(=O)c1snc(C(N)=O)c1N (stereo not drawn),0.6,3,-11,1.3,-16,-0.4,0,-0.4,0,12
COC(=O)c1ccc(CSc2n[nH]c(=S)s2)o1,x,1,14,-0.8,2,-0.7,0,i,-1,8
CCNS(=O)(=O)c1ccc(CCC(=O)NCCc2ccc(OC)cc2)cc1,0.6,4,12,0.9,-4,-1.7,1,i,-6,9
Cc1ccnc(-n2c(C)cc(C=C3C(=O)N(C)C(=S)N(C)C3=O)c2C)c1,x,26,10,32*,-7,0.8,3,x,26,12
COc1ccc(CCNC(=O)CNC(=O)N2CC(=O)Nc3ccccc32)cc1,2.1,3,x,-0.2,x,x,x,i,-4,-9
CC(=O)Nc1ccc(CN(C)c2c(C)nc3ccc(C(=O)NCCCN4CCCC4=O)cn23)cc1,0.7,0,x,-0.1,x,x,x,3.0,-4,-2
CCCCCC(=O)Nc1ccc(Cc2ccncc2)cc1,x,3,4,-0.3,-10,0.2,1,x,-4,11
COc1cccc(-c2cc(C(=O)N3CCN(Cc4ccccc4)CC3)no2)c1,0.7,10,5,20,2,0.2,1,-0.1,-20,-5
CC1(C(=O)NCc2cccnc2)CCC(=O)N1CCc1ccccc1 (stereo not drawn),0.4,-7,12,-0.4,1,-0.5,-5,-0.2,2,-7
COc1ccc(/C=C/C(=O)NC(=S)NNC(=O)c2cccnc2)cc1OC,x,1,49,-0.9,-13,0.6,0,-0.2,-4,2
Cc1ccc(OCc2ccc(C(=O)N3CCOCC3)cc2)cc1C,x,18,10,0.0,-5,0.1,0,i,0,9
CCc1nc(SCC(=O)Nc2ccccc2)c2c(=O)n(C)c(=O)n(C)c2n1,-0.1,4,-4,-3.0,-1&-4,-0.5,-2,-0.5,-2,6
Oc1ccc(/C=N/n2cnn(Cc3ccccc3Cl)c2=S)c(O)c1,-0.9,-6,2,-0.4,x,-0.7,6,-0.3,1,2
COc1cc(NC(=O)CCN2CC(C)OC(C)C2)cc(OC)c1 (stereo not drawn),1.1,-1,-3,1.4,-5,2.0,-3,-0.3,3,-3
CC(=O)Oc1ccc2oc(=O)c3c(c2c1)CCCN3C(=O)CN1CCOCC1,1.9,0,16,0.5,-7,0.5,-6,-0.4,5,5
COc1ccc2oc(C(=O)N3CCc4ccccc43)c(C)c2c1,-6.9,11,10,0.6,-12,1.5,1,i,-2,16
CC(Sc1nnc(Cc2cccs2)n1C1CCCCC1)C(=O)N1CCc2ccccc21 (stereo not drawn),x,34,38,0.1,9,1.0,-2,-0.6,0,12
COc1ccc(Nc2oc(COc3ccc(Cl)cc3)nc2C#N)cc1,x,5,3,-0.6,41*,u,2,-0.3,-8,18
# Additional entries:
SMILES,TcdB GH inh,Y pestis TopoI,DUSP3 inh,BoNT A protease,PriA SSB inh,PfHsp40 yeast,SARS 3CLpro inh,BH1578 lux ind,Anthrax LF prot,CCHF vOTU inh
O=C(Nc1ccc(Nc2ccccc2)cc1)c1ccc(Cl)cc1,-0.7,-2,x,-1.1,-2,0.1,x,0.8,0,10
O=C(Nc1ccc(CN2CCOCC2)cc1)c1cc2ccccc2o1,x,3,2,0.6,2,0.5,-4,-5.0,0,8
COC(=O)c1ccc2nc(-c3ccco3)c(Cc3ccccc3C(F)(F)F)n2c1,-0.6,x,x,-0.1,x,x,x,x,-1,3
CCOc1ccc(NC(=O)CSc2nc(NS(=O)(=O)c3ccc(C)cc3)cc(=O)[nH]2)cc1,-1.1,2,7,-1.5,-2,-0.2,13*,i,-4,-5
CCS(=O)(=O)c1nc(S(=O)(=O)c2ccc(Cl)cc2)c(N2CCCC2)s1,0.2,10,12,-1.7,-24,1.3,3,-0.3,-1,8
CC(C)(C)NC(=O)C(=O)NN=C1CCCCCC1,-0.2,3,17,-0.1,1,0.0,5,-0.2,-3,-9
CCN1CCN(S(=O)(=O)c2ccc(OC)c(NC(=O)c3ccccc3F)c2)CC1,1.3,2,x,14,-6,1.7,x,2.6,2,-1
COc1ccc(N2CC(C(=O)Nc3ccc(S(=O)(=O)Nc4nccs4)cc3)CC2=O)c(OC)c1 (stereo not drawn),1.1,-2,x,1.8,1,1.8,x,i,-1,10
COc1ccc(C)cc1NC(=O)CSc1nnc(-c2cc3cccc(OC)c3o2)n1N,x,-5,-6,-0.1,7,0.0,2,-0.4,0,6
CCCCCc1c(O)nc(SCCN(C)C)[nH]c1=O,0.2,-5,9,0.8,-26,-0.6,-3,-0.6,3,9
COc1cc(C=NNC(=O)Cn2nc(C)cc2C)ccc1OC(=O)C1CC1,1.5,-4,x,0.9,-2,0.1,x,-2.0,-3,5
CCC(C)(C)C(=O)Nc1ncc(S(=O)(=O)c2ccc([N+](=O)[O-])cc2)s1,x,-13,10,-0.6,18,-0.2,2,6.2,-1,10
CCN(CC(=O)Nc1cc(C)c(Cl)cc1OC)CC(=O)NC1CCS(=O)(=O)C1 (stereo not drawn),1.2,0,6,0.1,-8,0.2,1,-0.2,-2,-30
CCCC(=O)N1CCOCC1c1cc(C(=O)NCc2ccccc2)no1 (stereo not drawn),0.8,-8,x,-0.7,x,x,x,0.3,-5,-11
CSC(=NCc1cccnc1)NS(=O)(=O)c1cccs1,x,-4,-8,-0.2,-3,1.0,5,x,-4,2
Cc1cc(Sc2nccn2C)ncc1[N+](=O)[O-],0.4,-4,2,-0.1,-12,0.8,0,-0.3,1,-4
O=[N+]([O-])c1cccnc1Oc1ccc(C2SCCS2)cc1,2.9,6,12,-1.1,0,3.1,-1,4.8,8,2
O=C(Nc1ccccc1)c1cccc(S(=O)(=O)N2CCCCC2)c1,x,-4,19,0.1,-7,-1.7,-8,x,-5,-5
CN(CCNC(=O)c1ccc(N2CCCC2=O)cc1)CCc1ccccc1,x,2,-5,0.0,0,-0.6,-4,0.5,-2,2
CC(C)(C)NC(=O)CN1CCN(C(=O)CCl)CC1,-0.3,0,16,-0.1,-3,0.0,-1,1.3,-7,12
COc1cc(CNCCCN2CCOCC2)cc(Br)c1OCC(=O)N1CCCCC1,2.5,1,36,10,-13,-1.1,4,i,3,8
O=C1CC(Sc2ncn[nH]2)C(=O)N1c1ccccc1 (stereo not drawn),x,10,10,1.0,-4,0.1,-1,i,-3,7
COc1ccc(/C=C/C(=O)OCC(=O)Nc2nnc(-c3ccccc3)o2)c(OC)c1,0.9,1,x,-0.6,x,x,x,-1.0,-4,5
CCOC(=O)C1(C)CCCN1C(=O)c1ccc(Cl)nc1 (stereo not drawn),-1.7,2,x,-0.2,x,x,x,0.0,3,0
COc1ccc(OCc2nnc(SCC(=O)Nc3ccccc3Cl)o2)cc1,1.1,15,33,-2.3,3,1.2,-2,-0.2,4,-1
# Next entries.
SMILES,TcdB GH inh,Y pestis TopoI,DUSP3 inh,BoNT A protease,PriA SSB inh,PfHsp40 yeast,SARS 3CLpro inh,BH1578 lux ind,Anthrax LF prot,CCHF vOTU inh
COc1cc(C(=S)N2CCOCC2)cc(OC)c1OC(=O)c1cc([N+](=O)[O-])c(C)c([N+](=O)[O-])c1,x,-1,14,0.1,-5,0.9,-1,1.9,-2,9
Cc1ccccc1-n1nc2c(c1NC(=O)COc1ccc(Cl)cc1)CS(=O)C2 (stereo not drawn),1.2,2,-4,-0.1,-16,-0.8,-1,-0.3,-3,-2
Cc1ccc(S(=O)(=O)N2CCCC2C(=O)NCc2ccc3c(c2)OCO3)cc1 (stereo not drawn),0.5,0,12,0.2,-8,-0.5,1,-0.2,-3,-12
Cc1nn(C)cc1N1C(=O)c2cccc3c(N)ccc(c23)C1=O,0.1,5,16,x,-16,-1.7,-14,-0.4,x,0
CCOC(=O)C1CCN(Cc2cccc(OCc3ccccc3)c2)CC1,1.0,17,15,2.7,-16,1.5,3,i,-4,13
O=C(Nc1c2c(nn1-c1ccccc1)CS(=O)(=O)C2)c1cccs1,1.7,5,2,2.9,-17,-2.1,2,i,0,-3
COCCn1c(=O)[nH]c2cc(C(=O)N3CCN(Cc4ccc5c(c4)OCO5)CC3)ccc2c1=O,1.1,-1,x,0.5,-18,0.0,x,0.6,1,17
COc1ccc(NC(=O)NN2CCN(C)CC2)c(OC)c1,0.5,-1,26,-3.1,-12,-0.2,-3,-1.7,-4,4
CN(C)S(=O)(=O)N1CCc2ccccc21,x,0,12,0.7,-9,0.3,2,-1.6,-4,5
CCCC(=O)Nc1cc2c3c(c1)C(C)C(=O)N3CCC2 (stereo not drawn),1.1,-4,2,0.0,-18,0.1,2,-0.3,-2,-11
O=C(CCNc1n[nH]c(=O)[nH]c1=O)N/N=C\c1ccc(Br)cc1,0.8,1,-4,-0.5,x,-0.1,0,i,5,-11
CC(=O)c1c(C)[nH]c(C(=O)CN2C(=O)NC(C)(c3ccc4c(c3)OCCO4)C2=O)c1C (stereo not drawn),1.2,-1,x,0.9,-6,1.7,x,-1.1,-4,-3
Brc1ccc(-c2nnc3n2C2(CCCC2)Cc2ccccc2-3)o1,x,5,29,-1.5,0,-1.1,-2,-2.5,-4,-3
CCOC(=O)C1CN(S(=O)(=O)c2ccc(C)cc2)c2cc(S(=O)(=O)CC)ccc2O1 (stereo not drawn),x,-4,14,-1.2,2,-0.7,5,i,-3,2
Cc1cccc(NC(=O)Cn2cc(C(=O)C3CC3)c3ccccc32)c1C,-5.2,-2,28,2.1,-9,-0.6,-9,-0.1,-1,22
CCOC(=O)C1=C(COC(=O)/C=C/c2cccc([N+](=O)[O-])c2)NC(=O)NC1C (stereo not drawn),-5.4,-2,x,-2.6,-2,-0.8,x,-0.6,3,2
Cn1ncc(Cl)c1C(=O)N1CCN(C23CC4CC(CC(C4)C2)C3)CC1,-8.1,22,6,0.5,-8,-0.1,-3,i,1,-9
COc1cccc(C2C3=C(CC(C)(C)CC3=O)OC(N)=C2[N+](=O)[O-])c1 (stereo not drawn),x,-1,16,-1.5,-14,0.0,-3,x,-7,-11
